Screening data as filed in PubChem BioAssay.
TDP2 inh: blocks human TDP2 phosphodiesterase activity; recombinant TDP2, T5PNP hydrolysis, p-nitrophenol absorbance 415 nm; inhibition, % at 12.8 µM; O95551; 370,000 tested, 0.34% active;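 active means inhibition above the mean of all tested compounds plus 3 SD, set per campaign, cut at about 25% in these data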;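 further: 0% = DMSO with enzyme and 100% = buffer with substrate but no TDP2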
Target sequence (O95551 whole entry, looked up): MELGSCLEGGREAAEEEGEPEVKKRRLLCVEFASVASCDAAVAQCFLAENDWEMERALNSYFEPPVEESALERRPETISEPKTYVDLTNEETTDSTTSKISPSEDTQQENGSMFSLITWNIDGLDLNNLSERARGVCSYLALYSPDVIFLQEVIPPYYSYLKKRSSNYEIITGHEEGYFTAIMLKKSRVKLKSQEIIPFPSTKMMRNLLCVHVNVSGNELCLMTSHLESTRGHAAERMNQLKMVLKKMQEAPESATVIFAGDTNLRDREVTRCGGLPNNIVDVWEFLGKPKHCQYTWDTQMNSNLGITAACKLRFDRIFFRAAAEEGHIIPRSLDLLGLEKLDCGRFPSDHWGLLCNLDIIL
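System – recombinant human TDP2 · Amount – 120 nM TDP2 per well · Buffer or medium – Mg2+-containing Tris-HCl buffer, pH 7.5 · Reagent – T5PNP substrate, 5 mM · Dosing – 12.8 µM single point, 1% DMSO · Incubation – 2 h at 37 °C · Measured by – epi absorbance · Read-out basis – percent inhibition · Benchmarks – high control without enzyme, low control DMSO plus TDP2 · Repeats – singlicate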
HTRA1 inh: inhibitors of human serine peptidase HTRA1; Q92743; recombinant HTRA1, FP-rhodamine activity-based probe, fluorescence polarization; inhibition, % at 5.96 µM; 340,000 tested, 0.5% active; AID 504803; in the data active means inhibition above about 36%;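 further: 0% = enzyme with DMSO and 100% = wells lacking enzyme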
Rev-erbA mod: modulators of human Rev-erb alpha DNA binding; P20393; 370,000 tested, 0.79% active; Rev-erbα–FITC-DNA binding, fluorescence polarization, 90 min; activity, % at 10 µM;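 active means activity above about 14%, limit read from the data; passing the limit was not always enough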;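 further: 0% = DMSO wells with 35 nM protein and 100% = DMSO wells with 750 nM protein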
TCR-CD3 inh: human TCR-CD3 binding inhibition. TAMRA-labeled TCR probe fluorescence, biochemical. inhibition, % at 9.4 µM. 360,000 tested, 0.37% active. AID 651800; in the data active means inhibition above about 19%;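 further: recombinant mutant TCR 2C K166C tagged with TAMRA read by polarization; 0% = receptor in buffer alone and 100% = receptor with positive control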
mABHD4 FP: inhibitors of mouse ABHD4 | purified mABHD4, FP-Rh probe fluorescence polarization | inhibition, % at 8.92 µM | AID 720543 | Q8VD66 | 370,000 tested, 0.54% active;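 active means inhibition exceeding the mean over every tested compound plus 3 SD, cut at about 30% in these data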;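 further: 0% = plate median of compound wells and 100% = S159A mutant with DMSO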
Target sequence (Q8VD66 whole entry, looked up): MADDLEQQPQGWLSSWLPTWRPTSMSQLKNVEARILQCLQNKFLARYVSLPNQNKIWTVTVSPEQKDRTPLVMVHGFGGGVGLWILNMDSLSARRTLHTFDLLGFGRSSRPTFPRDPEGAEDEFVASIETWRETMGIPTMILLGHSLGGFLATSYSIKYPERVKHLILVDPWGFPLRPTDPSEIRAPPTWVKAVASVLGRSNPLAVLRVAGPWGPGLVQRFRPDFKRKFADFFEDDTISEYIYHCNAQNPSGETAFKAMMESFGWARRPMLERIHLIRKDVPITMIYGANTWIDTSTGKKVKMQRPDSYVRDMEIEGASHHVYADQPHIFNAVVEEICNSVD
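Assay system: mouse ABHD4 enzyme, wild type / Also added: fluorescent activity-based probe FP-Rh / Doses: single nominal dose of 8.92 µM, 0.89% DMSO final / Timing: 45 min compound pre-incubation plus 60 min probe step, 25 °C / Signal: FP readout, ex 525 nm / em 598 nm / Control set: S159A mutant/DMSO as 100%, compound-well median as 0%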
LEDGF integ inh: blocks HIV-1 LEDGF/p75-dependent DNA integration. TR-FRET IN-LEDGF/p75 DNA integration, Eu/Cy5. inhibition, % at 3.7 µM. 370,000 tested, 0.64% active. AID 743269;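 active means inhibition above the screen-wide mean plus 3 SD, cut at about 13% in these data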;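 further: signal is the Cy5 over europium emission ratio at 671 and 618 nm; 0% = plate median of compound wells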
rCAG binder: binds r(CAG) RNA repeats | inhibition, % at 3 µM | 370,000 tested, 1.3% active | AID 651821 | r(CAG) RNA repeat, TO-PRO-1 dye displacement fluorescence;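 active means inhibition above the plate cutoff, the mean of all test compounds on that plate plus 3 SD, cut at about 35% in these data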;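 further: 0% = DMSO alone and 100% = 100 µM mitoxantrone as full dye displacement; higher means more dye released from RNA so lower well fluorescence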
SIAE primary: blocks human sialic acid acetylesterase. Q9HAT2. SIAE FP-Rh probe binding, fluorescence polarization. inhibition, % at 9.66 µM. 370,000 tested, 0.69% active. AID 1053197;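 active means inhibition above a cutoff: mean of compounds within the control limits plus 3 SD of those, cut at about 17% in these data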;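 further: 0% = plate median of compound wells and 100% = probe without SIAE protein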
PG9 Ab binder: small molecules binding HIV-1 gp120 antibody PG9. TR-FRET gp120-PG9 antibody binding. inhibition, % at 6.7 µM. 360,000 tested, 0.43% active; in the data active means inhibition above about 8.5%
PRMT1 FP inh: PRMT1 (human) inhibition, primary screen; 370,000 tested, 1.3% active; AID 652257; inhibition, % at 2.79 µM; recombinant PRMT1, activity-based probe fluorescence polarization; Q99873;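 active means inhibition above about 21% made by adding two undisclosed values, limit read from the data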
* = called active by the depositor; i = inactive; . = not tested or not shown. A portion of the library (hit frequency here may not be typical).

SMILES | TDP2 inh | HTRA1 inh | Rev-erbA mod | TCR-CD3 inh | mABHD4 FP | LEDGF integ inh | rCAG binder | SIAE primary | PG9 Ab binder | PRMT1 FP inh
CCCN(Cc1ccccc1)C(=S)Nc1ccc(SC(F)F)cc1 | -6 | -15 | -1 | -6 | -13 | -6 | -2 | -6 | -1.5 | 4
COc1ccc(/C=C/C(=O)c2ccc(NC(=O)c3cccs3)cc2)cc1OC | 9 | -104 | -4 | -3 | -86 | 0 | 16 | -69 | -0.5 | -1
CCOC(=O)c1c[nH]n(-c2ccccc2)c1=O | 12 | 2 | -11 | 4 | 10 | 2 | 2 | 12 | -1.7 | -7
COCCNC(=O)c1ccc(C)c(NC(=O)C2=C(C)OCCS2)c1 | 10 | 2 | -7 | 5 | -4 | -2 | 0 | 0 | -0.5 | -4
COc1cccc(NC(=O)C/C(C)=N/NC(=O)C2CCCCC2)c1 | -14 | 4 | 0 | -5 | -13 | -6 | 3 | 3 | 0.4 | 8
CCCN(CCC)c1nc(N(CCC)CCC)[nH]c(=O)n1 | 0 | 4 | 1 | 1 | 3 | -3 | -5 | 11 | -0.9 | 0
COc1ccccc1-c1nnc(SCC#CCOC(=O)c2ccc(F)cc2)o1 | -11 | . | 2 | . | -3 | -2 | . | -6 | . | 8
CCC(CC)C(=O)Nc1nnc(SCC(=O)N2CCN(c3ccccc3OC)CC2)s1 | 19 | -5 | -3 | 5 | -4 | -2 | -2 | -1 | 0.1 | 1
Cc1cccc2cc(COC(=O)C(C)(C)C)c(=O)[nH]c12 | -8 | 8 | 2 | 2 | 6 | 0 | -4 | 0 | -0.7 | -2
COC(=O)c1[nH]c2cc(OC)ccc2c1N | 0 | 1 | 12 | 5 | 2 | -4 | 1 | 7 | -24 | 0
CC(C)NC(=O)c1ccc2c(c1)N(Cc1ccccc1)C(=O)C(C)(C)O2 | 0 | 2 | 10 | 6 | -2 | 3 | -9 | 2 | -1.0 | -3
Cc1ccc(-n2nc3c(c2NC(=O)/C=C\c2ccc4c(c2)OCO4)CSC3)c(C)c1 | -13 | -36 | -3 | -8 | -22 | 1 | 15 | -19 | -1.9 | 8
COc1cccc(-c2cc(C(=O)Nc3ccc4c(c3)OCCO4)c3ccccc3n2)c1 | 3 | . | 7 | 1 | -2 | 1 | 7 | -5 | 0.1 | -2
C[C@@H]1CN([C@@H](C)CO)C(=O)CCCn2nncc2CO[C@H]1CN(C)C(=O)C1CC1 | -1 | -1 | 16 | 9 | 1 | -1 | -1 | 2 | -1.7 | -2
COc1ccc(C(NC(=O)c2ccco2)c2ccc(OC)c(OC)c2)cc1 (stereo not given) | 3 | -9 | -3 | 8 | 1 | 0 | -2 | -1 | -2.4 | 1
C[C@@H](O)Cc1cn(CC(=O)NCCCCCCCCCCC(=O)N2CCNCC2)nn1 | 3 | 2 | -2 | -3 | 10 | 1 | -5 | 2 | -0.5 | 2
Cc1ccc(S(=O)(=O)N(CC(=O)NC2CCCC2)c2cccc(C)c2)cc1 | -13 | -6 | 1 | 12 | 1 | 2 | -5 | 4 | -0.2 | -2
Nc1ccc(-c2c3ccc(=O)cc-3oc3cc(O)ccc23)cc1C(=O)O | -15 | 28 | 187* | 38* | 30* | 4 | i | 13 | -6.4 | 71*
Cc1ncc(CN2CCN(Cc3ccccc3)C(CCO)C2)s1 (stereo not given) | 0 | 1 | -5 | 4 | -1 | 1 | -1 | 0 | -0.5 | 0
COc1ccccc1C(=O)Nc1ccnn1C1CCN(Cc2ccn[nH]2)CC1 | -14 | 2 | 5 | -2 | 3 | 3 | -4 | -3 | -2.3 | -2
c1ccc(Cn2cnc3ccccc32)cc1 | -15 | 0 | -3 | -3 | -9 | 2 | 2 | 12 | -2.1 | 3
S=c1[nH]nc(-c2ccc3ncccc3c2)n1-c1ccc2c(c1)OCCO2 | -7 | 0 | 8 | 0 | 6 | -1 | 2 | 14 | 3.4 | -3
CNc1cccc(-c2cc(OC)ccc2OC)n1 | -7 | . | -3 | 0 | -2 | 1 | 0 | -9 | -1.2 | -1
O=C(NNC(=O)c1cc(Cl)ccc1O)c1cccc(S(=O)(=O)N2CCOCC2)c1 | -1 | 21 | 1 | 43* | 17 | -9 | 18 | 13 | 0.6 | 1
OCCCc1n[nH]c(=S)n1-c1ccccc1 | -8 | 0 | 2 | 1 | 4 | -8 | -2 | 0 | -0.5 | 2

(listing goes on)
SMILES | TDP2 inh | HTRA1 inh | Rev-erbA mod | TCR-CD3 inh | mABHD4 FP | LEDGF integ inh | rCAG binder | SIAE primary | PG9 Ab binder | PRMT1 FP inh
Cc1ccc(-c2c(C)n([O-])c3c([n+]2=O)CCC3)o1 | 7 | 5 | 6 | 6 | 1 | 2 | 1 | -1 | 0.1 | 0
COc1ccccc1S(=O)(=O)n1cc(Cc2ccccc2)c(N)n1 | -9 | -2 | 0 | -8 | 7 | 2 | 5 | 6 | -0.7 | 0
O=C1C2C3C=CC(C3)C2C(=O)N1CCCO (stereo not given) | 3 | 4 | 1 | 5 | 1 | -1 | -2 | -4 | -0.4 | 1
CCOC(=O)C1=C(C)N(c2ccc(OC)cc2)C(=O)/C1=C\c1cccs1 | 3 | -12 | 1 | -1 | 7 | 2 | 3 | -3 | -1.8 | 1
CN(CCCOc1ccccc1F)Cc1ccccc1 | 18 | 10 | 3 | 4 | 13 | -2 | -6 | 4 | 0.2 | 0
COc1cccc(Cc2n[nH]c(=S)n2Cc2ccco2)c1 | -7 | 1 | -8 | -4 | -3 | 6 | 0 | 7 | -1.1 | -1
COc1cccc(OCCCN2CCN(S(=O)(=O)c3ccc(NC(C)=O)cc3)CC2)c1 | -4 | -1 | 1 | 4 | -3 | 4 | 6 | 1 | -2.5 | -3
O=C(OCc1nnc(-c2ccccc2)o1)C1CCN(S(=O)(=O)c2cccs2)CC1 | 2 | -1 | 0 | -2 | -4 | 1 | 1 | 4 | -1.8 | -2
COC(=O)c1ccc(CSc2nnc3c(n2)[nH]c2ccccc23)cc1 | 15 | -5 | -25 | -1 | -1 | 1 | -1 | 2 | 0.2 | 1
CN(C(=O)c1ccc(Cl)cc1)C1=CCCCC1CCC#N (stereo not given) | 6 | 7 | 4 | -1 | -5 | -2 | -5 | -2 | 1.3 | 3
CCOC(=O)c1nn(-c2ccc(C)c(Cl)c2)c(=O)c(C#N)c1C | 12 | 1 | 4 | 0 | 6 | -3 | 5 | 4 | -6.4 | 4
Cc1ccc(C(=O)Nc2ccc(N3CCN(S(C)(=O)=O)CC3)cc2)cc1C | 0 | . | 1 | -2 | -3 | 1 | 4 | 4 | 0.6 | 3
CC1CN(Cc2c(O)ccc3c(=O)c(-c4ccccc4Cl)coc23)CC(C)O1 (stereo not given) | -3 | -1 | -3 | -3 | 1 | 3 | -6 | 10 | -0.8 | -3
CC1=CC(C)(C)N=C(NC#N)N1 | -9 | -2 | -5 | 3 | 2 | 1 | 3 | -4 | -0.1 | -4
O=C(C1CCN(S(=O)(=O)c2ccccc2)CC1)N1CCCCC1 | -5 | 1 | -1 | 2 | 1 | 2 | 0 | -6 | -2.1 | -3
Nc1nnc(-c2cccnc2)s1 | -4 | 5 | 0 | -4 | 0 | 0 | -1 | -6 | 0.2 | -2
COC(=O)c1ccc(CSc2nnc(-c3ccncc3)o2)o1 | 0 | 1 | -3 | 4 | 1 | 0 | -2 | -4 | -1.1 | 1
COc1cc(NC(=O)NCC2CCN(Cc3ccc(C)cc3)CC2)cc(OC)c1OC | 7 | 9 | 1 | -5 | -1 | 0 | -10 | 4 | -1.6 | -2
COC(=O)c1ccc(CSc2nnc(NC(=O)C3CC(=O)N(c4ccc5c(c4)OCCO5)C3)s2)cc1 (stereo not given) | 6 | -24 | -2 | 2 | 1 | -4 | 9 | -17 | 0.4 | 2
CC1(C)SCC2C(=O)N3C(CSC3(C)C)C(=O)N21 (stereo not given) | -17 | 7 | 0 | -4 | -3 | 5 | 3 | 5 | -1.9 | -1
CN(C)c1ccc(C=NCCC2(O)CCOC(C)(C)C2)cc1 (stereo not given) | -3 | -1 | 3 | -5 | 6 | 0 | 0 | -2 | 0.4 | -2
NC(=S)N/N=C/c1c(O)c(Br)cc2oc3c(c12)CCCC3 | -5 | 53* | 0 | 43* | 25 | 0 | 12 | 8 | -0.3 | 0
N#CCSc1nnc(-c2cccnc2)n1-c1ccccc1 | 4 | 5 | 1 | -3 | -3 | 2 | -1 | 6 | -0.8 | -3
N=c1cc(C2(O)CCCCC2)n2c(nc3ccccc32)s1 | 0 | -6 | -2 | 8 | 8 | 0 | 4 | 2 | -0.5 | 25*
O=C(COC(=O)Cc1cn2ccsc2n1)Nc1nc2ccccc2s1 | 9 | 20 | 7 | 5 | 7 | 0 | 5 | 2 | -0.8 | 4

Later entries
SMILES | TDP2 inh | HTRA1 inh | Rev-erbA mod | TCR-CD3 inh | mABHD4 FP | LEDGF integ inh | rCAG binder | SIAE primary | PG9 Ab binder | PRMT1 FP inh
O=C1c2ccccc2C(=O)N1CCCc1c[nH]c2ccccc12 | 6 | -13 | 5 | 0 | 1 | -1 | 0 | 7 | -0.2 | 3
Cc1c(C(=O)NC2CCC(C)CC2)oc2ccccc12 (stereo not given) | 2 | -7 | -2 | -4 | 12 | 0 | -6 | 0 | -1.4 | 3
COc1ccc(-c2noc(CCC(=O)N3CCN(c4cccc(C(F)(F)F)c4)CC3)n2)cc1 | -1 | -42 | 0 | 2 | -9 | -1 | -3 | -9 | 0.8 | -1
Cc1cccc(-c2cnc3cccnn23)c1 | 5 | . | 0 | 4 | -4 | 2 | 0 | -8 | 0.9 | -1
O=C(COC(=O)Cc1ccccc1F)Nc1ccc2[nH]c(=O)[nH]c2c1 | -5 | -4 | 1 | 4 | -3 | 2 | 3 | 2 | -3.1 | -2
CCCCCCCN1CCC(=O)N(CCO)CC1 | -4 | 2 | 0 | 6 | 5 | -4 | -10 | -4 | -1.5 | -2
O=C(CC[C@H]1O[C@@H](n2ccc(=O)[nH]c2=O)[C@H](O)[C@@H]1O)NCc1ccccc1 | 6 | . | -3 | -5 | 0 | -11 | 2 | 3 | 0.2 | 1
O=C(COc1cccnc1[N+](=O)[O-])N1CCc2ccccc21 | 10 | -1 | 1 | -1 | 2 | 1 | -2 | -2 | -1.0 | -4
c1ccc(CCCNCC2COc3ccccc3O2)cc1 (stereo not given) | -2 | -1 | -1 | 6 | 9 | 0 | -5 | 8 | -3.1 | -1
O=C(NCc1ccc(Cl)cc1)C(=O)NCC1OCCN1C(=O)c1cccs1 (stereo not given) | 12 | 0 | 5 | 2 | 5 | 0 | -5 | -4 | 0.2 | -2
